LmPK inhibitor: qHTS Assay for Inhibitors of Leishmania Mexicana Pyruvate Kinase (LmPK); Q27686; purified LmPK, Kinase-Glo ATP luminescence, 1 h; Potency, µM (series often up to 57.5 µM), inactives show at the top dose activity change, negative = inhibition, actives largely listed as inhibitors; 290,000 compounds, 0.37% hits; also: potency is read from the fitted curve at half-maximal effect; % is scaled to controls: 0 for no effect and ±100 for the full control effect
Target sequence (Q27686 whole entry, looked up): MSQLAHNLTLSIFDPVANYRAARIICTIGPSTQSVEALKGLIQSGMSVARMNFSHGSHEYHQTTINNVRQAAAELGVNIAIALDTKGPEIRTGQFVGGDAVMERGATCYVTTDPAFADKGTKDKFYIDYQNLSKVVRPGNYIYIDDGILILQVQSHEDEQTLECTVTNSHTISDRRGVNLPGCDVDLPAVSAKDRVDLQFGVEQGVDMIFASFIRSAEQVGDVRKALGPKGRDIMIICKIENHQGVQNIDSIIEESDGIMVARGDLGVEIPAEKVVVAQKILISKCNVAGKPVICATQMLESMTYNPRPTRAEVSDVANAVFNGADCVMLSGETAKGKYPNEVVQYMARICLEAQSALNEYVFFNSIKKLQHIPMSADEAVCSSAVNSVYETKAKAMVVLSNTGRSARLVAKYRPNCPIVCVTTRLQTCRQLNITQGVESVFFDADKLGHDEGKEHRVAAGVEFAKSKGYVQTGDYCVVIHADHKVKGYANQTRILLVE
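ATP generated from ADP (0.1 mM) and PEP (0.5 mM) by 0.1 nM LmPK over 1 h at room temperature (pH 7.2 imidazole buffer) was detected by coupled luciferase luminescence. Values were normalized to uninhibited and no-enzyme wells.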
CHX counter: Cycloheximide Counterscreen for Small Molecule Inhibitors of Shiga Toxin | cell reporter, cycloheximide protein synthesis inhibition counterscreen | max response, % | 300,000 compounds, 12% hits | AID 2314, 2010; in the data active = max response mostly above about 13%, no sharp cut-off; inactive = mostly below about 14%; also: read at 38.3 µM for the half of the compounds with a filed dose; 0% is about no effect
HCV inh: qHTS Assay for Inhibitors of Hepatitis C Virus (HCV); Huh7.5.1 HCVcc-Cre infection, luciferase reporter, 44 h; Potency, µM (titrated, usually from 41.8 µM), for the others: top-dose activity change, negative = inhibition, most hits filed as inhibitors; 340,000 compounds, 3.4% hits; AID 651820, 2012; also: potency is read from the fitted curve at half-maximal effect; % is scaled to controls: 0 for no effect and ±100 for the full control effect
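Reporter virus HCVcc-Cre (~0.5 moi) infects cells exposed to compound; seeding density 1,000 cells/well with 4 h settling beforehand. Luminescence, 15 sec read, taken 44 h post-infection following a 15 min RT substrate incubation.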
Pf growth 96h: Primary qHTS for delayed death inhibitors of the malarial parasite plastid, 96 hour incubation | AID 504834, 2011 | P. falciparum luciferase reporter growth, 96 h | Potency, µM (top dose mostly 28.7 µM), inactives show at the top dose activity change, negative = inhibition, usual class: inhibitors | 320,000 compounds, 6.9% hits; also: potency is read from the fitted curve at half-maximal effect; % is scaled to controls: 0 for no effect and ±100 for the full control effect
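Parasite growth measured via integrated firefly luciferase reporter in P. falciparum. Infected erythrocytes at 2% hematocrit, 0.05% parasitemia final were treated 96 hours at 37 C under 5% CO2, and luminescence was read.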
Tb PYK inh: qHTS of Trypanosoma Brucei Inhibitors; pyruvate kinase (Trypanosoma brucei), Q57TT1; TbPYK enzyme, Kinase-Glo Plus ATP luminescence, 45 min; Potency, µM (doses to about 76.8 µM), without a hit: at the highest dose activity, negative = inhibition, most hits filed as inhibitors; 410,000 compounds, 0.12% hits; also: potency is read from the fitted curve at half-maximal effect; % is scaled to controls: 0 for no effect and ±100 for the full control effect; nearly all actives have a fitted effect of over 50% in size
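Enzyme and substrate buffer are dispensed first and compound is pin-transferred. ADP at 130 uM final then starts the reaction, which runs 45 min at room temperature. Detection reagent is added for 10 min before luminescence is imaged.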
Pf growth 48h: Primary qHTS for delayed death inhibitors of the malarial parasite plastid, 48 hour incubation. Potency, µM (highest dose often 28.7 µM), for the others: at the top dose activity change, negative = inhibition, usual class: inhibitors. AID 504832, 2011. P. falciparum luciferase growth in erythrocytes, 48 h. 310,000 compounds, 5.9% hits; also: potency is read from the fitted curve at half-maximal effect; % is scaled to controls: 0 for no effect and ±100 for the full control effect
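Here the parasites carry a stable luciferase gene and grow inside erythrocytes in Albumax-based RPMI medium with compound for one erythrocytic cycle. Activity is scored as loss of luminescent signal.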
Shiga inhibitor: A qHTS for Small Molecule Inhibitors of Shiga Toxin | inhibition, % at 38.7 µM | 290,000 compounds, 9.2% hits | Vero cells, Shiga toxin protein synthesis inhibition reporter; in the data active = inhibition mostly above about 28%, no sharp cut-off; inactive = mostly below about 43%; also: 0% is about no effect
* hit, by the source's call; [ ] = dose if it differs, or a comment. Unless noted, calls follow the shape of the dose curve; as a rule, active = well fitted curve in the direction sought with a large enough effect; inconclusive = small, poorly fitted or top-dose-only effect, or another doubt; inactive = no such curve, though single readings can be large; an effect the other way counts as inactive or inconclusive.

`CC(C)CNC(=O)CSc1n[nH]c(=O)n1CCc1ccccc1` gave LmPK inhibitor -5.1%, CHX counter -0.4, HCV inh 8.4%, Pf growth 96h 2.8%, Tb PYK inh -8.1%, Pf growth 48h 1.1% and Shiga inhibitor -24.3.
Screening CCCCOc1cccc(C(=O)NC(=S)Nc2cccc(C(F)(F)F)c2)c1 returned LmPK inhibitor -2.3%, CHX counter -0.9, HCV inh 4.6%, Pf growth 96h 68.5%[activator], Tb PYK inh -6.5%, Pf growth 48h 6.6% and Shiga inhibitor -5.4.
`O=C(O)c1ccc(NC2=C/C(=N/S(=O)(=O)c3ccccc3)c3ccccc3C2=O)cc1` gave LmPK inhibitor -15.2%, CHX counter -6.1, HCV inh 6.31µM*, Pf growth 96h -22.4%, Tb PYK inh -28.7%, Pf growth 48h inconclusive and Shiga inhibitor -11.4.
`O=C(COc1ccccc1)NS(=O)(=O)c1ccc(Cl)cc1` gave LmPK inhibitor -4.2%, CHX counter -1.7, HCV inh 17.6%, Pf growth 96h -14.2%, Tb PYK inh -2.2%, Pf growth 48h 17.6% and Shiga inhibitor -15.9.
For Cc1ccccc1C(=O)N1CCC(C(=O)Nc2sccc2C(N)=O)CC1 the results were HCV inh 2.5%, Pf growth 96h inconclusive, Tb PYK inh 2.3% and Pf growth 48h inconclusive.
For O=S1(=O)N(Cc2ccc(F)cc2)CCCN1Cc1ccccc1Cl the results were LmPK inhibitor -2.1%, CHX counter -2.7, HCV inh 5.5%, Pf growth 96h 33.2%[activator], Tb PYK inh 2.5%, Pf growth 48h -0.2% and Shiga inhibitor -5.3.
Screening COc1cc(OC)c(C(=O)NCC(c2cccs2)N(C)C)cc1OC (stereo unspecified) returned LmPK inhibitor 2.1%, CHX counter -2.5, Pf growth 96h 12.9%, Pf growth 48h 21.9% and Shiga inhibitor -2.4.
For O=C(CNCC1CCCCC1)Nc1ccc(N2CCCCC2)cc1 the results were LmPK inhibitor -17.0%, CHX counter 15.3, Pf growth 96h 5.7%, Pf growth 48h -14.8% and Shiga inhibitor -2.1.
C=CCOc1ccc2ccccc2c1CNc1ncn[nH]1 was read as LmPK inhibitor 0.6%, CHX counter 6.1, HCV inh -11.4%, Tb PYK inh -2.6%, Pf growth 48h inconclusive and Shiga inhibitor -6.6.
Screening O=C(CNC(=O)c1ccc(Oc2ccccc2)cc1)OC1CCCCC1=O (stereo unspecified) returned LmPK inhibitor 10.1%, CHX counter 2.8, HCV inh 8.1%, Pf growth 96h -21.7%, Tb PYK inh -5.4% and Shiga inhibitor -2.4.
Screening CN(C)CCCOC(=O)CCc1ccccc1 returned LmPK inhibitor 1.0%, CHX counter -0.8, HCV inh 3.3%, Pf growth 96h 53.3%[activator], Tb PYK inh -3.3%, Pf growth 48h 24.0% and Shiga inhibitor 3.5.
For CC(C)C(C(=O)OCC(=O)c1ccc2c(c1)NC(=O)CO2)N1C(=O)c2ccccc2C1=O (stereo unspecified) the results were LmPK inhibitor -2.0%, CHX counter -8.0, HCV inh 14.6%, Tb PYK inh 3.0%, Pf growth 48h 3.9% and Shiga inhibitor -4.0.
`CCN(CC)C(=O)c1cc(S(=O)(=O)N2CCCCC2)c[nH]1` gave LmPK inhibitor -0.7%, CHX counter 0.8, HCV inh -14.7%, Pf growth 96h inconclusive, Tb PYK inh 4.7%, Pf growth 48h 54.5%[activator] and Shiga inhibitor -4.0.
Screening Cc1cccc(NC(=O)CSc2n[nH]c(-c3ccncc3)n2)c1 returned LmPK inhibitor 5.3%, CHX counter -1.6, HCV inh 3.6%, Pf growth 96h inconclusive, Tb PYK inh -6.6%, Pf growth 48h 24.5% and Shiga inhibitor -14.9.
CCOC(=O)c1ccc(NC(=O)C(=O)NCc2ccccn2)cc1 was read as LmPK inhibitor -0.3%, CHX counter 16.0, HCV inh 5.2%, Pf growth 96h 19.1%, Tb PYK inh -4.2%, Pf growth 48h 24.8% and Shiga inhibitor 25.4.
For COc1cc(NS(=O)(=O)c2ccc(C)cc2)ccc1-n1cnnn1 the results were LmPK inhibitor 2.1%, CHX counter -2.1, HCV inh 16.6%, Pf growth 96h 0.7%, Tb PYK inh 2.3%, Pf growth 48h -6.0% and Shiga inhibitor 1.5.
COc1ccc(Cc2nnc(SCC(=O)Nc3ccc(C)cc3)n(N)c2=O)cc1 was read as HCV inh -22.7%, Pf growth 96h -8.1%, Tb PYK inh 9.8% and Pf growth 48h inconclusive.
`Cc1nn(Cc2nc(-c3cccs3)no2)c(C)c1Br` gave LmPK inhibitor 1.0%, CHX counter 0.7, HCV inh 0.9%, Pf growth 96h inconclusive, Tb PYK inh -6.7% and Shiga inhibitor -2.2.
CC(C)(O)C#Cc1ccc(C(=O)N2CCCC(CNS(=O)(=O)c3cccs3)C2)o1 (stereo unspecified) was read as LmPK inhibitor 7.1%, CHX counter 0.8, HCV inh 0.4%, Pf growth 96h 5.3%, Tb PYK inh -11.3%, Pf growth 48h 5.6% and Shiga inhibitor -14.1.
Screening COC(=O)c1cccc2c1NC(=O)C2=O returned LmPK inhibitor -5.5%, CHX counter -0.1, HCV inh 14.3%, Pf growth 96h 0.0%, Tb PYK inh 2.2%, Pf growth 48h 2.4% and Shiga inhibitor -4.3.

In the list so far, two have fluorine.
Screening CCCCOc1cccc(C(=O)NC(=S)Nc2cccc(C(F)(F)F)c2)c1 returned LmPK inhibitor -2.3%, CHX counter -0.9, HCV inh 4.6%, Pf growth 96h 68.5%[activator], Tb PYK inh -6.5%, Pf growth 48h 6.6% and Shiga inhibitor -5.4.
For O=S1(=O)N(Cc2ccc(F)cc2)CCCN1Cc1ccccc1Cl the results were LmPK inhibitor -2.1%, CHX counter -2.7, HCV inh 5.5%, Pf growth 96h 33.2%[activator], Tb PYK inh 2.5%, Pf growth 48h -0.2% and Shiga inhibitor -5.3.

New compounds follow
Screening O=C1CCCc2c1cnc1ncnn21 returned LmPK inhibitor -0.9%, CHX counter 8.1, HCV inh 10.7%, Pf growth 96h 34.7%[activator], Tb PYK inh -2.8%, Pf growth 48h 22.1% and Shiga inhibitor -17.4.
`CC(NC(N)=O)C(=O)OCc1ccc(Cl)cc1Cl` (stereo unspecified) gave LmPK inhibitor 0.4%, CHX counter 1.9, HCV inh -7.3%, Pf growth 96h -1.5%, Tb PYK inh 3.2% and Shiga inhibitor -13.5.
`COc1ccc(NC(=O)CSc2nncc3ccccc23)cc1` gave LmPK inhibitor -0.4%, CHX counter 19.7, HCV inh 7.9%, Pf growth 96h 13.3%, Tb PYK inh -1.9%, Pf growth 48h 26.9% and Shiga inhibitor -11.9.
CC(C)COc1ccc(C(=O)NC(CC(C)C)C(=O)O)cc1 (stereo unspecified) was read as LmPK inhibitor -1.2%, CHX counter -7.3, HCV inh 23.6%, Pf growth 96h 7.2%, Tb PYK inh 2.0%, Pf growth 48h 15.5% and Shiga inhibitor -18.9.
NC(=O)c1ccc(N2CCN(c3ccccc3F)CC2)c([N+](=O)[O-])c1 was read as LmPK inhibitor 2.3%, CHX counter 3.8, HCV inh 14.0%, Pf growth 96h inconclusive, Tb PYK inh -13.3%, Pf growth 48h -18.1% and Shiga inhibitor -16.7.
For O=C(CCC(=O)N1CCN(c2ccccc2F)CC1)N1CCN(c2ccccc2)CC1 the results were LmPK inhibitor 2.4%, CHX counter -2.3, HCV inh -9.8%, Pf growth 96h 137.4%[activator], Tb PYK inh 1.9%, Pf growth 48h 0.0% and Shiga inhibitor -7.8.
For COc1ccc(CN2CCN(C(=O)CN3C(=O)C4C5C=CC(C5)C4C3=O)CC2)c(OC)c1OC (stereo unspecified) the results were LmPK inhibitor -6.0%, CHX counter -1.6, HCV inh inconclusive, Pf growth 96h inconclusive, Tb PYK inh 1.9%, Pf growth 48h 4.7% and Shiga inhibitor -20.4.
For COc1ccc(S(=O)(=O)N2CCC(C(=O)NCc3ccc(C)cc3)CC2)cc1 the results were LmPK inhibitor -1.5%, CHX counter -7.9, HCV inh -13.2%, Pf growth 96h inconclusive, Tb PYK inh 0.6%, Pf growth 48h inconclusive and Shiga inhibitor 2.2.
Screening O=C(CSc1nncs1)N1CCN(C(=O)c2ccco2)CC1 returned HCV inh 20.8%, Pf growth 96h 20.3%, Tb PYK inh 2.3% and Pf growth 48h -14.5%.
For COC(=O)c1ccc(C2C(C(=O)OC(C)C)=C(C)N=C3SCCC(=O)N32)cc1 (stereo unspecified) the results were LmPK inhibitor -0.1%, CHX counter -2.0, Pf growth 96h -3.4%, Pf growth 48h -13.7% and Shiga inhibitor -5.9.
For CCCOc1ccc(-c2c(C(=O)N/N=C(\C)c3cccnc3)nnn2-c2nonc2N)cc1 the results were LmPK inhibitor -3.7%, CHX counter -0.7, HCV inh 3.4%, Pf growth 96h -24.7%, Tb PYK inh -0.8%, Pf growth 48h 16.2% and Shiga inhibitor -4.7.
O=C(Nc1ccc(F)cc1F)c1ccccc1NC(=O)C1CC=CCC1C(=O)O (stereo unspecified) was read as LmPK inhibitor -7.7%, CHX counter 26.5, HCV inh 7.4%, Pf growth 96h inconclusive, Tb PYK inh 0.1%, Pf growth 48h -3.2% and Shiga inhibitor 32.6.
COc1ccc(C)cc1NC(=S)N1CCN(S(C)(=O)=O)CC1 was read as LmPK inhibitor -3.3%, CHX counter 6.0, HCV inh 12.9%, Pf growth 96h -14.2%, Tb PYK inh 15.1%, Pf growth 48h 5.1% and Shiga inhibitor 21.8.
CCCn1c(=O)c2c(nc3n2CCCN3CCc2ccccc2)n(C)c1=O was read as LmPK inhibitor -6.9%, CHX counter -4.1, HCV inh -25.1%, Pf growth 96h inconclusive, Tb PYK inh 2.2%, Pf growth 48h inconclusive and Shiga inhibitor 1.9.
Screening Fc1ccc(Cn2nnnc2C(c2cccs2)N2CCN(C3CCCCC3)CC2)cc1 (stereo unspecified) returned LmPK inhibitor -0.7%, CHX counter 13.9*, HCV inh -16.8%, Pf growth 96h inconclusive, Tb PYK inh 0.1%, Pf growth 48h inconclusive and Shiga inhibitor 54.7*.
Screening CCCCCCOc1ccc(/C=c2\s/c(=C(/C#N)C(=O)NCc3ccco3)n(-c3ccccc3)c2=O)cc1 returned LmPK inhibitor 2.4%, CHX counter -2.5, HCV inh -6.5%, Pf growth 96h inconclusive, Tb PYK inh 1.6%, Pf growth 48h -2.5% and Shiga inhibitor -10.9.
`CCOc1ccccc1C1CC(=O)Nc2cc3c(cc21)OCCO3` (stereo unspecified) gave LmPK inhibitor 1.2%, CHX counter -1.2, HCV inh inconclusive, Pf growth 96h -15.3%, Tb PYK inh 0.0% and Shiga inhibitor -4.7.
O=C(NCC1CCCO1)c1ccc(CS(=O)(=O)c2ccc(Cl)cc2)o1 (stereo unspecified) was read as LmPK inhibitor -0.8%, CHX counter -4.5, HCV inh -7.3%, Tb PYK inh -7.6%, Pf growth 48h -9.1% and Shiga inhibitor -12.7.
`Cc1cc(SCC(=O)NC2CCCCC2)nc2ccccc12` gave LmPK inhibitor 6.1%, CHX counter -3.5, HCV inh 6.8%, Pf growth 96h inconclusive, Tb PYK inh 9.2%, Pf growth 48h 24.2% and Shiga inhibitor -8.4.

Screens as filed in PubChem.
